High-throughput results from PubChem.
ERG-DNA inh: inhibitors of human ERG Ets domain-DNA interaction. hit rate 0.028% among 370,000. Potency, µM (titrated, usually from 76.9 µM), inactives show at the top dose FP activity, negative = inhibition, usual class: inhibitors. AID 624246. fluorescence polarization, His-ERG Ets domain / labelled DNA; active means well fitted inhibition curve with a large enough effect in the polarisation, with a control signal flat; inconclusive means small, poorly fitted or top-dose-only effect, or effect the other way, or a change in a side signal; inactive means no such curve, though single readings can be large or run the other way; the % refers to the polarisation;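 further: polarization taken with two DNA probes labelled with fluorescein and Texas red; % of control where 0% means no effect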
Target sequence (P11308 whole entry, looked up, the tested form may be a part): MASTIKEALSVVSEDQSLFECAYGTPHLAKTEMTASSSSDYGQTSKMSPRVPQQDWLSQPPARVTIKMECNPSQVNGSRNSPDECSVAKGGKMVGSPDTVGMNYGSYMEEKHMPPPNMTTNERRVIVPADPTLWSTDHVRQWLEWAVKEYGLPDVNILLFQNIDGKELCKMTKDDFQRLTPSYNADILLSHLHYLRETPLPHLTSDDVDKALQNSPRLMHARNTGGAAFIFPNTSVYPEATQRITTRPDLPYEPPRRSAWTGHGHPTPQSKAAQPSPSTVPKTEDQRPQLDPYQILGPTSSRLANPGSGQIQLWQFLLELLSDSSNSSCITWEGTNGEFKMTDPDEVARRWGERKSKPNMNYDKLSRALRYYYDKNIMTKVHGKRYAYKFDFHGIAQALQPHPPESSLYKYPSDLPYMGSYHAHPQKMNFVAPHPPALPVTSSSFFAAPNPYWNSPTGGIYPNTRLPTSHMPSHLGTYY
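His-tagged ERG Ets domain (1 uM in the protein solution; 300mM KCl, 50mM Tris-HCl, 1mM EDTA, 1mM DTT, pH 7.5) received compound, then a probe mix of 5 nM fluorescein-DNA and 100nM Texas-615-DNA. Fluorescence polarization was read for both dyes.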
PGK inhibitor: blocks T. brucei phosphoglycerate kinase. hit rate 0.043% among 380,000. Potency, µM (doses to about 57.5 µM), without a hit: at the top dose activity change, negative = inhibition, most hits filed as inhibitors. PGK/GAPDH coupled, Kinase-Glo luminescence, 60 min; further: on the % scale 0 is the no-effect control and ±100 the full control effect; nearly all actives have a fitted effect of over 60% in size
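Luminescent ATP detection (Kinase-Glo Plus) follows a 60-minute room-temperature incubation, with wells lacking PGK as controls. Buffer: 100 mM TEA (pH 7.6), 5 mM MgCl2, 0.01% Tween-20. Coupling enzyme GAPDH (100 nM final) supplies unstable 1,3-BPG in-well.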
GLS inhibitor: blocks human kidney-isoform glutaminase activity | O94925 | GLS enzymatic activity, qHTS titration | Potency, µM (doses to about 45.5 µM), inactives show at the highest dose activity change, negative = inhibition, hits mostly inhibitors | hit rate 0.21% among 410,000; further: on the % scale 0 is the no-effect control and ±100 the full control effect
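Enzyme dispensed in phosphate buffer (45 mM, pH 8.2, 0.02% Tween-20), compounds pinned in, then 1 mM L-glutamine solution and the glutamate oxidase–HRP–Amplex Red mix added; fluorescence read immediately and again after 30 min at room temperature.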
RGS4 inhibitor: human RGS4 inhibition. Transcreener GDP fluorescence polarization, RGS4-accelerated GTP hydrolysis. Potency, µM (doses to about 114 µM), without a hit: at the top dose activity change, negative = inhibition, usual class: inhibitors. hit rate 0.039% among 390,000. AID 504845; further: on the % scale 0 is the no-effect control and ±100 the full control effect; nearly all actives have a fitted effect of over 75% in size; some results filed as inactive show a strong effect at the top dose
Target sequence (P49798 whole entry, looked up): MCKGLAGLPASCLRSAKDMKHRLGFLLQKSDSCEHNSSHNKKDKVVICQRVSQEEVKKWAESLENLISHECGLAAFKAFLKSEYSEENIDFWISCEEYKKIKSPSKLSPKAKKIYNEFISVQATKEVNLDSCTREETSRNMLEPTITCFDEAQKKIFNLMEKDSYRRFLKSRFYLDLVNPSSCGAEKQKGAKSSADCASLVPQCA
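MLSMR compounds (23 nl, pin-transferred) preincubated 10 min at room temperature with a 500nM (2x) first reagent, then RGS4 at 900nM (2x) plus Transcreener GDP mix added; fluorescence polarization (620/688 nm) read before and after 90 min at 30 °C.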
Pin1 inhibitor: human Pin1 inhibition. Potency, µM (highest dose often 115 µM), for inactives: at the highest dose activity, negative = inhibition, hits mostly inhibitors. Pin1 FP peptide displacement, HiFluor488, 10 min. hit rate 0.009% among 390,000; active means well fitted inhibition curve with a large enough effect in the polarisation, with a control signal flat, not every such curve was filed as active; inconclusive means small, poorly fitted or top-dose-only effect, or effect the other way, or a change in a side signal; inactive means no such curve, though single readings can be large or run the other way; the % refers to the polarisation; further: on the % scale 0 is the no-effect control and ±100 the full control effect
Target sequence (Q13526 whole entry, looked up): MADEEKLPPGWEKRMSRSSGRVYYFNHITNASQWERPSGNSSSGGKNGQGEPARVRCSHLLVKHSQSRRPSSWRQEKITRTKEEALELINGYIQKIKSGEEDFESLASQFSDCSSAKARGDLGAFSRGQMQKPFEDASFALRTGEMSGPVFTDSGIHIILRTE
HP1b binding inh: blocks HP1-beta chromodomain binding to methylated histone tails; AID 540317; Potency, µM (titrated, usually from 114 µM), inactives show top-dose activity change, negative = inhibition, hits mostly inhibitors; AlphaScreen HP1-beta / biotin-H3K9me3 peptide binding; hit rate 0.56% among 390,000; further: nearly all actives have a fitted effect of over 70% in size; inactives centre near 23
Target sequence (P83916 whole entry, looked up): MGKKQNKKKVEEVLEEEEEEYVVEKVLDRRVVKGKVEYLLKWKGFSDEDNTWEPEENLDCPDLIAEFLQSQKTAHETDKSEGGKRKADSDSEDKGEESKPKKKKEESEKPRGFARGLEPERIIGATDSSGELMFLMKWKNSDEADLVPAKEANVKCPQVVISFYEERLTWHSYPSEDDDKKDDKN
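HP1-beta protein (50 nM final) preincubated 30 min at room temperature with biotinylated H3(1-18)K9me3 peptide (50 nM) in PBS pH 7.4, 0.01% Tween-20, then compound added for 30 min. AlphaScreen streptavidin donor/nickel chelate acceptor beads (10 ug/mL final), 30 min dark, luminescence read.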
JMJD2A Tudor: inhibitors of human JMJD2A Tudor domain; AlphaScreen JMJD2A-Tudor / H3K4me3 peptide binding; Potency, µM (highest dose often 114 µM), without a hit: at the highest dose activity change, negative = inhibition, usual class: inhibitors; hit rate 4.4% among 390,000; AID 504339; further: on the % scale 0 is the no-effect control and ±100 the full control effect; nearly all actives have a fitted effect of over 50% in size
rTrxR1 inhibitor: inhibitors of rat thioredoxin reductase 1; recombinant rTrxR1, NADPH fluorescence consumption, selenite substrate; Potency, µM (doses to about 114 µM), inactives show at the top dose activity change, negative = inhibition, hits mostly inhibitors; hit rate 1% among 390,000; AID 588453; O89049; further: on the % scale 0 is the no-effect control and ±100 the full control effect; nearly all actives have a fitted effect of over 65% in size
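Rat TrxR1 (90 nM in the dispensed reagent) was pre-reduced with 400 uM NADPH for 5 min at room temperature, then incubated with compound for 15 min. After 400 uM selenite was added, NADPH fluorescence (Ex 340/Em 450 nm) was followed for 8 min.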
12-LOX inh: inhibitors of human 12S-lipoxygenase ALOX12 | P18054 | hit rate 1.1% among 580,000 | Potency, µM (highest dose often 108 µM), for the others: at the top dose activity change, negative = inhibition, hits mostly inhibitors | purified 12hLO, xylenol orange hydroperoxide absorbance | AID 1671190; further: on the % scale 0 is the no-effect control and ±100 the full control effect
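Purified human 12hLO at 150 nM in 25 mM Hepes, 0.01% Triton X-100, pH 7.0, preincubated 15 min at room temperature with compound. Reaction started with 40 uM arachidonic acid, 30 min at room temperature. Hydroperoxide measured by Fe-xylenol orange, 573/405 nm absorbance ratio.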
Numbers without * were called inactive; i = inactive; ? = inconclusive; nt = not tested or not shown; [ ] = dose if it differs, or a comment. Unless noted, the call rests on the fitted dose curve; in most records, active means well fitted curve in the direction sought with a large enough effect; inconclusive means small, poorly fitted or top-dose-only effect, or another doubt; inactive means no such curve, though single readings can be large; an effect the other way counts as inactive or inconclusive. Potency means the concentration at half of the fitted maximal effect. A portion of the library (hit frequency here may not be typical).

Second line of a record – ERG-DNA inh	PGK inhibitor	GLS inhibitor	RGS4 inhibitor	Pin1 inhibitor	HP1b binding inh	JMJD2A Tudor	rTrxR1 inhibitor	12-LOX inh
(1) O=C(CSc1nc2ncc(Cl)cc2[nH]1)Nc1cccc(F)c1
 : 4%	-4%	-12%	16%[56.9 µM]	2%	36%[activator]	-20%	19%	-7%
(2) NC(=O)C1=C[C@H](c2coc3ccccc3c2=O)C[C@H](OCc2ccc(CO)cc2)O1
 : -2%	-2%	-3%	2%	-1%	21%	-8%	14%	-29%
(3) Cc1nnc(NC2=NCCCCC2)o1
 : -4%	-10%	-14%	16%	2%	32%[activator]	-19%	35%[activator]	-10%
(4) CC(Oc1ccc(Cl)cc1)C(=O)NCCN1C(=O)S/C(=C\c2cccnc2)C1=O (stereo not given)
 : -18%	i	-2%	?	0%	31%	-10%	-12%	4%
(5) O=c1c2c3c(sc2ncn1-n1cccc1)CCCCC3
 : 6%	2%	-4%	-14%	-5%	14%	-29%	4%	0%
(6) O=C(C[C@H]1C/C=C\C[C@@H](Cc2ccc(F)cc2)C(=O)OC[C@H]2CCCN2C1=O)N[C@@H](CO)Cc1ccccc1
 : -3%	2%	3%	22%	0%	15%	-6%	3%	17%
(7) COc1ccc(NC(=O)CCSc2nnnn2C)cc1
 : -8%	3%	-16%	9%	0%	33%	2%	17%[57.1 µM]	-13%
(8) Nc1c(C(=O)CSc2nc(-c3ccccc3)cs2)c(=O)[nH]c(=O)n1C1CC1
 : 4%	-8%	2%	22%	-2%	11%	-2%	47%[activator]	199%[activator]
(9) CCOC(=O)N1CCN(c2ccc(Cl)cc2)CC1
 : -7%	-8%	13%	9%	5%	19%	-7%[57.1 µM]	-8%	26%
(10) CCc1ccc(NS(=O)(=O)c2c(C)noc2C)cc1
 : -12%	-4%	-5%	0%	-1%	23%[57 µM]	-7%	0%	15%
(11) O=C(COc1ccc(Cl)c(Cl)c1)NN1C(=O)C2C(C1=O)C1C=CC2C12CC2 (stereo not given)
 : 1%	nt	2%	-37%	0%	18%	-22%	26%	0%
(12) CC(=O)c1ccc(N2CCN(C(=S)Nc3ccc(Cl)c(Cl)c3)CC2)cc1
 : -3%	-3%	-1%	-20%	-5%	37%	-3%	0%[57.1 µM]	10%
(13) Cc1ccc(C(=O)C(C)OC(=O)Cn2c(C)csc2=O)cc1 (stereo not given)
 : -9%	6%	6%	18%	-1%	18%	-14%	19%	?
(14) COc1ccc(/C(C)=N/Nc2nncc3ccccc23)cc1
 : 8%	-3%	-10%	-2%	-2%	2%	-10%	14%[57.1 µM]	?
(15) CC(C)c1cc(C(=O)N/N=C/c2cccnc2)n[nH]1
 : -3%	-9%	2%	5%	0%	21%	-11%	-5%[57.1 µM]	6%

Some of the entries above in another layout:
5: O=c1c2c3c(sc2ncn1-n1cccc1)CCCCC3
6: O=C(C[C@H]1C/C=C\C[C@@H](Cc2ccc(F)cc2)C(=O)OC[C@H]2CCCN2C1=O)N[C@@H](CO)Cc1ccccc1
7: COc1ccc(NC(=O)CCSc2nnnn2C)cc1

entry no.	5	6	7
ERG-DNA inh	6%	-3%	-8%
PGK inhibitor	2%	2%	3%
GLS inhibitor	-4%	3%	-16%
RGS4 inhibitor	-14%	22%	9%
Pin1 inhibitor	-5%	0%	0%
HP1b binding inh	14%	15%	33%
JMJD2A Tudor	-29%	-6%	2%
rTrxR1 inhibitor	4%	3%	17%[57.1 µM]
12-LOX inh	0%	17%	-13%

(next part)
Second line of a record – ERG-DNA inh	PGK inhibitor	GLS inhibitor	RGS4 inhibitor	Pin1 inhibitor	HP1b binding inh	JMJD2A Tudor	rTrxR1 inhibitor	12-LOX inh
(16) COc1ccc(/C=C2/SC(=S)N(NS(=O)(=O)c3ccccc3)C2=O)cc1
 : -3%	-3%	?	-42%	?	1%	?	23%[57.1 µM]	?
(17) Cc1cc(C)cc(NC(=O)c2cc(C)nc3ccccc23)c1
 : -7%	0%	0%	0%	1%	34%	-3%	6%[57.1 µM]	?
(18) O=C1Nc2ccccc2C1Cc1ccccc1 (stereo not given)
 : 9%	-6%	-6%	-33%	-5%	-3%	?	13%[2.29 µM]	261%[activator]
(19) CC1(C)CC(=O)C2=C(C1)NCN(CCCN1CCOCC1)C2
 : 5%	-2%	2%	-5%	0%	15%	40%[activator]	-15%	-25%
(20) CCOc1ccc(Nc2cc(=O)[nH]c(=O)[nH]2)cc1
 : -7%	-7%	20%	22%	9%	43%[activator]	0%	29%	18%
(21) C/C=C/C(=O)Nc1cccc(C2=NOC3(C2)C[C@@H](C(N)=O)N(C(=O)c2cc([N+](=O)[O-])cc([N+](=O)[O-])c2C)C3)c1 (stereo not given in full)
 : -7%	i	1%	-2%	4%	5%	-27%	12%	?
(22) CC(C(=O)Nc1ccccc1F)N1C(=O)c2ccccc2C1=O (stereo not given)
 : -6%	-3%	6%	-36%	-1%	24%	-11%	15%	274%[activator]
(23) CCOC(=O)/C(C#N)=C/c1ccc(OCC(=O)Nc2ccc(C)c(C)c2)c(OC)c1
 : -8%	-9%	-2%	-23%	0%	20%	-11%	-6%	-30%
(24) CCOC(=O)c1c(C)nc2c(c1-c1cc(OC)ccc1OC)C(=O)CC(C)(C)C2
 : -5%	2%	-2%	0%	0%	25%	-10%	6%	15%
(25) CCOC(=O)NC(=O)/C(N=Nc1cc(C)cc(C)c1)=C(\C)O
 : -3%	3%	5%	-5%	9%	31%	-13%[57.1 µM]	20%[57.1 µM]	0%
(26) Cc1noc(C)c1COc1ccccc1C(=O)N1CCN(S(=O)(=O)c2ccccc2C#N)CC1
 : nt	0%	9%	15%	3%	25%	-1%	3%	-27%
(27) CC(C)OC(=O)c1c(NC(=O)c2ccco2)sc2c1CCCCC2
 : -8%	4%	-1%	-15%	3%	100%[activator]	44%[activator]	-3%	?
(28) Cc1ccc2nc(NC(=O)CSc3nc(=O)n(CCCN(C)C)c4c3CCC4)sc2c1
 : -1%	-1%	-2%	11%	3%	?	?	2%[57.1 µM]	?
(29) Cc1ccccc1CNC(=O)Cc1ccc(NC(=O)N2CCCCc3ccccc32)cc1
 : 6%	-2%	-9%	-8%	1%	?	-23%	17%[57.1 µM]	-25%
(30) C=CCOc1ccc(/C=C/C(=O)OCC(=O)N2CCN(C(C)=O)CC2)cc1
 : -1%	3%	-5%	10%	0%	26%[57 µM]	-17%	-4%[2.29 µM]	9%
(31) NNc1ccc(Cl)c(C(=O)O)c1
 : -21%	-7%	15%	-10%[11.4 µM]	-5%	39%	-1%[11.4 µM]	18%	-4%
(32) CCOC(=O)c1ccccc1NC(=O)Cn1c2ncccc2c(=O)n1-c1ccccc1
 : 8%	-8%	-12%	-4%	5%	37%	-21%	1%[57.1 µM]	-5%
(33) CN(Cc1ccccc1)C(=O)CN(C1CCCCC1)S(C)(=O)=O
 : -6%	-4%	12%	0%	5%	38%	-10%	-2%	-25%
(34) O=C1CCCC(O)=C1N=Nc1ccc(C(=O)O)cc1
 : 28µM*	?	11µM*	9%[11.4 µM]	nt	45µM*	-12%[11.4 µM]	-6%	?
(35) O=C(CSc1ccccc1C(=O)O)NC1CCCCCC1
 : 4%	i	-1%	7%	-4%	-24%	10µM*	11%	4%
(36) O=c1c2c(nc3nc(NCc4cccc(Cl)c4)[nH]n13)CCC2
 : 0%	10%	0%	9%	3%	45%[activator]	-5%	-13%[57.1 µM]	-9%
(37) O=C(NC1=NCCS1)C12CC3CC(CC(C3)C1)C2
 : 1%	-8%	2%	10%	-1%	2%	-17%	-2%[57.1 µM]	-1%
(38) C=CCn1c(=O)c(C(=O)OCC)c(O)c2ccccc21
 : 4%	-2%	-1%	-1%	5%	36%	-16%	12%	-17%
(39) COc1ccc(C(=O)Nc2cc(C)on2)cc1OC
 : 6%	i	-7%	-11%	0%	18%	-4%	14%	-43%
(40) Cc1nc(SCc2ccccc2C#N)n[nH]1
 : -8%	-5%	0%	2%	-2%	21%	-7%	5%	4%
(41) COc1cc(CN2CCN(Cc3ccc(C)cc3)C(CCO)C2)ccc1O (stereo not given)
 : 1%	-2%	21%	-4%	8%	5%	-25%	-7%[57.1 µM]	-23%
(42) COc1ccc(Cl)cc1NC(=O)CSC1=Nc2ccccc2C2=NC(CCC(=O)NCc3ccco3)C(=O)N12 (stereo not given)
 : 2%	1%	0%	-19%	38%[activator]	6%	-17%	-1%	-13%
(43) CCOC(=O)C1C(C(=O)OC)=C(c2ccc(OC)cc2)c2ccc(OC)cc2N1S(=O)(=O)C(F)(F)F (stereo not given)
 : -2%	3%	14%	1%	-1%	31%	-20%	?	nt

By substructure: the entries above with a thiophene ring, fused or not.
Second line of a record – ERG-DNA inh	PGK inhibitor	GLS inhibitor	RGS4 inhibitor	Pin1 inhibitor	HP1b binding inh	JMJD2A Tudor	rTrxR1 inhibitor	12-LOX inh
(5) O=c1c2c3c(sc2ncn1-n1cccc1)CCCCC3
 : 6%	2%	-4%	-14%	-5%	14%	-29%	4%	0%
(27) CC(C)OC(=O)c1c(NC(=O)c2ccco2)sc2c1CCCCC2
 : -8%	4%	-1%	-15%	3%	100%[activator]	44%[activator]	-3%	?
